# From PubChem BioAssay
# Rtt109 HAT inh = blocks Candida albicans Rtt109/Vps75 acetyltransferase activity. Q5AAJ8. purified Rtt109/Vps75, ThioGlo CoA-SH fluorescence, 4 h. 330,000 compounds, 0.16% hits. inhibition, % at 34.9 µM;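 active = inhibition of at least 50% in every replicate; inconclusive = best replicate reaches 50% inhibition but some replicates fall short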
# CAL PDZ FP-1 = blocks peptide binding to human CAL PDZ domain; Q9HD26; purified CAL PDZ, TMR-peptide fluorescence polarization, 1 h; inhibition, % at 20 µM; 330,000 compounds, 0.02% hits; AID 504414;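 active = highest replicate inhibition of at least 40%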;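 note: plate controls were DMSO neutral control wells for no effect and unlabeled competitor peptide control wells for full effect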
#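 Test system: tagged CAL PDZ domain / Buffer or medium: sodium phosphate/NaCl buffer pH 7.4 with TCEP, IgG, Thesit / Reagent: TMR-labelled reporter peptide T*-PRC34 bound in PDZ groove / Compound dosing: single point, 20 µM / Schedule: 1 h incubation at room temperature before polarization reading / Technique: fluorescence polarization (mP) / Benchmarks: unlabelled peptide, DMSO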
# PvdQ inh = P. aeruginosa PvdQ acylase inhibition; 340,000 compounds, 0.063% hits; inhibition, % at 10 µM; purified PvdQ acylase, fluorescence plate reader; in the data active = inhibition above about 30%, passing the limit was not always enough; inconclusive = no clear call, values can overlap the other calls;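 note: 0% = vehicle neutral wells and 100% = reference inhibitor wells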
# SR-BI HDL uptake = inhibitors of mouse SR-BI mediated HDL lipid uptake; 320,000 compounds, 0.96% hits; inhibition, % at 12.5 µM; ldlA[mSR-BI] CHO cells, DiI-HDL uptake fluorescence, 3 h; Q61009;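 active = mean replicate inhibition of at least 70% and a set share of replicates each scoring 70 or more; inconclusive = meets just one of the two criteria; inactive = fails both criteria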;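 note: 0% = median of neutral control wells and 100% = median of positive control wells; values of inactives mirror those of a sister screen read the other way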
# dFosB activator = enhances mouse delta FosB homodimer DNA binding. P13346. purified delta FosB, TAMRA-CDK5 oligo fluorescence polarization; percent of positive-control signal above neutral wells. activation, % at 25 µM. 340,000 compounds, 0.99% hits;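 active = mean activation above about 17%, with every replicate also reaching it, limit read from the data, passing the limit was not always enough; inconclusive = only one of the two conditions met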;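 note: fluorescence polarization rise as delta FosB binds a TAMRA Cdk5 AP-1 oligo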
# PfHsp90 yeast 2 = inhibits growth of yeast expressing Plasmodium falciparum Hsp90; inhibition, % at 9.4 µM; S. cerevisiae expressing PfHsp90, BacTiter-Glo ATP, 48 h; yeast lacking PDR1 and PDR3 efflux regulators; 310,000 compounds, 0.32% hits;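 active = every replicate shows inhibition above about 80%, whatever the replicate mean, limit read from the data; inconclusive = mean inhibition reaches the set limit but some replicate falls short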;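 note: 0% = DMSO neutral controls and 100% = 20 µM radicicol positive controls; yeast relying on Plasmodium falciparum Hsp90 in place of its own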
# MITF act = MITF TRPM1 promoter activation in melanoma cells. activation, % at 12.5 µM. AID 588334. 300,000 compounds, 0.75% hits. SK-MEL-5 TRPM1-promoter luciferase, 24 h; % of positive control, neutral wells = 0;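 active = mean activation of at least 80% with every replicate also reaching 80%; inconclusive = mean reaches 80% but some replicate falls short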;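 note: 0% = neutral control wells and 100% = parthenolide positive control wells; values of inactives mirror those of a sister screen read the other way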
# CAL PDZ FP-2 = CAL PDZ (human) peptide binding inhibition | purified CAL PDZ, TMR-peptide fluorescence polarization, 1 h | 300,000 compounds, 0.92% hits | inhibition, % at 24.9 µM | Q9HD26 | AID 602252;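 active = mean inhibition of at least 30% with at least half of replicates also reaching 30%; inconclusive = no clear call, values can overlap the other calls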;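 note: 0% = DMSO neutral control and 100% = excess unlabeled competitor peptide PRC23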
# NSD2 inh = blocks human histone methyltransferase NSD2 | NSD2 peptide methylation, AlphaScreen, 120 min | AID 743445 | inhibition, % at 12.5 µM | 310,000 compounds, 0.54% hits; in the data active = inhibition above about 50%
# Target sequence (O96028 whole entry, looked up): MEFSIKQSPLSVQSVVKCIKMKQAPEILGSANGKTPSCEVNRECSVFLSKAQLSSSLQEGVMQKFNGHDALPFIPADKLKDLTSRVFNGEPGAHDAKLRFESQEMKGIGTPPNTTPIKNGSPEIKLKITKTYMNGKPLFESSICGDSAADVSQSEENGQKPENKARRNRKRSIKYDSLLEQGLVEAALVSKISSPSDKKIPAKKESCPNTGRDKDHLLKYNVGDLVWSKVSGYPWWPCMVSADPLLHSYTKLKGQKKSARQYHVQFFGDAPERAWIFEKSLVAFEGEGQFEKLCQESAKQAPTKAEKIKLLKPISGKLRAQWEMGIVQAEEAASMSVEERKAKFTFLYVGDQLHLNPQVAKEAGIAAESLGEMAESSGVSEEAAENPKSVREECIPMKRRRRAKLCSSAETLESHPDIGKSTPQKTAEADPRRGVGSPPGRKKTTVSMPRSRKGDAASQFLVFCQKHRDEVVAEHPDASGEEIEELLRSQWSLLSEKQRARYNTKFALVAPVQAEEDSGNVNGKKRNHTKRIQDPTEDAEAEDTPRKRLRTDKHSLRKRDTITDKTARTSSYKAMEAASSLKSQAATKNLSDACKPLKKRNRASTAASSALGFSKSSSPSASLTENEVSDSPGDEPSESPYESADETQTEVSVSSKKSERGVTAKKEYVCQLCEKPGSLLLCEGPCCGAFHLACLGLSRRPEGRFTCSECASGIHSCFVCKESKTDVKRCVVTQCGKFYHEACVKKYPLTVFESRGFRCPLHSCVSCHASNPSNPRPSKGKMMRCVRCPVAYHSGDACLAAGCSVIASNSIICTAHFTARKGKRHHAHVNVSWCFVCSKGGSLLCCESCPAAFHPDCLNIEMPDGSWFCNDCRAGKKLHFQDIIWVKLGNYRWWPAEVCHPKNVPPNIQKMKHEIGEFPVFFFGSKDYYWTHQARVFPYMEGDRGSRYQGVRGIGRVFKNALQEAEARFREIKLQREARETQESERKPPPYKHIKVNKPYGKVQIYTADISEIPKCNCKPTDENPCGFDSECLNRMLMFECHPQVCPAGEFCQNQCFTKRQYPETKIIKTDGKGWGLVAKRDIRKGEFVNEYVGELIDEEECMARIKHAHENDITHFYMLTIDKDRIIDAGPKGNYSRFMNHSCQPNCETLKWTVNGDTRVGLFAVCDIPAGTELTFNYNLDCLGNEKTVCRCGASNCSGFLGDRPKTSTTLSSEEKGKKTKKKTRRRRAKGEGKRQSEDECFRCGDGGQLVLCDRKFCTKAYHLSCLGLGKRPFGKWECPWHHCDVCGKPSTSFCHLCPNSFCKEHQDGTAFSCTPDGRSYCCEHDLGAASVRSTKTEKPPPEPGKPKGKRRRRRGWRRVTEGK
# SR-BI DiI-HDL act = SR-BI HDL lipid transfer activation; AID 504775; activation, % at 12.5 µM; 320,000 compounds, 0.096% hits; CHO ldlA[mSR-BI] cells, DiI-HDL uptake fluorescence, 3 h; 100 = double the neutral-control signal;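 active = mean replicate activation of at least 60% and every replicate at or above 60%; inconclusive = mean or all-replicate condition met, but not both; inactive = mean below 60% and not all replicates reaching 60%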;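 note: 0% = median plate neutral-control signal and 100% = twice that signal; values of inactives mirror those of a sister screen read the other way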
#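 Test system: SR-BI-overexpressing, LDLR-lacking CHO cells. Measured by: DiI fluorescence, bottom read. Medium: Ham's F12 with 0.5% BSA, HEPES 25 mM, pH 7.4. Timing: 3 h uptake period with compound, 37 °C.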
# * = called active by the depositor; i = inactive; ? = inconclusive; / = not tested or not shown.
SMILES,Rtt109 HAT inh,CAL PDZ FP-1,PvdQ inh,SR-BI HDL uptake,dFosB activator,PfHsp90 yeast 2,MITF act,CAL PDZ FP-2,NSD2 inh,SR-BI DiI-HDL act
O=C(Nc1ccc2c(c1)OCO2)C(c1ccccc1)N1CCCCC1 (stereo unspecified),-1,-0.6,-9,4,-5,-4,6,-4,/,-4
O=S(=O)(c1ccc(S(=O)(=O)N2CCN3CCCC3C2)cc1)N1CCCC1 (stereo unspecified),-4,-1.1,13,-3,-5,37,-3,1,-1,3
CCC(=O)Nc1cc(C)c(NC(=O)c2ccccc2OC)cn1,/,-3.5,-1,3,-16,-15,37,0,-6,-3
CCCN1C(=O)C(O)(C/C(C)=N/O)c2ccccc21 (stereo unspecified),0,-1.2,-6,-16,11,-1,2,-2,-4,16
FC(F)(F)c1cc(C(F)(F)F)c2ccc(N3CCN(c4ncccn4)CC3)nc2n1,-12,0.1,-14,-19,-4,-7,-3,/,-1,19
CCCCN(C)CCCNC(=O)C1(O)c2ccccc2NC(=O)N1c1ccc(Cl)cc1 (stereo unspecified),4,-3.2,-23,5,-4,-9,/,/,13,-5
CC1OC(c2ccccc2)OC2COC(c3ccccc3)OC12 (stereo unspecified),7,-2.0,-12,0,-7,-42,10,-4,1,0
O=C(NCc1ccco1)C1CCC(CNS(=O)(=O)c2cccc3cccnc23)CC1 (stereo unspecified),-10,-0.5,-6,7,-9,5,5,/,/,-7
Cc1cccn2c(=O)c3cc(C(=O)NCC4CCCO4)c(=N)n(CC4CCCO4)c3nc12 (stereo unspecified),i,-2.6,-38,-2,-4,11,-2,-2,29,2
CC(C)OC(=O)Cn1nc(C(F)(F)F)c2c1CCCC2,-11,-0.3,-10,23,-5,-36,-18,-4,-2,-23
CCOc1ccc(NC(=O)[C@@H](NC(=O)c2ccccc2Br)C(C)C)cc1,-3,-4.8,-9,14,-4,-11,-2,-1,-3,-14
O=[N+]([O-])c1cc(S(=O)(=O)C(F)(F)F)ccc1N1CCN(c2ccccc2)CC1,-5,0.0,-14,-6,6,-69,-1,-2,-1,6
CCN=C1S/C(=C\c2cn(CC)c3ccccc23)C(=O)N1CC,-1,-1.1,-6,37,-13,-11,7,-1,2,-37
Cc1ccccc1OCC(=O)OCC(=O)NCC1CCCO1 (stereo unspecified),-11,0.1,-8,8,2,1,-5,/,-3,-8
COc1ccccc1N(C)S(=O)(=O)c1ccc(C(=O)N(CC(N)=O)C(C)C)cc1,-6,-0.6,-2,5,-5,10,-3,-6,-1,-5
O=C(NC1CC1)c1sc2cc([N+](=O)[O-])ccc2c1Cl,-3,-2.3,3,-26,-3,-9,5,-1,2,26
Cc1ccc2c(c1)cc(CN(Cc1cccnc1)C(=O)NCc1ccccc1)c1nnnn12,-8,-1.7,-12,-7,-20,6,1,15,3,7
COc1ccc(F)cc1Cn1nc(C(=O)O)c2ccccc2c1=O,-1,0.4,-8,13,?,-72,7,-2,1,-13
COc1ccccc1C(=O)CC(=O)C(=O)Nc1cccc([N+](=O)[O-])c1C,2,0.2,-19,-10,12,0,-14,-4,1,10
c1ccc(-c2nc(CSc3n[nH]c(-c4cccs4)n3)cs2)cc1,-5,0.3,-3,-5,-19,5,-15,/,1,5
CCCN(CCC)CCNC(=S)Nc1ccc2nc3n(c(=O)c2c1)CCCCC3,6,-0.6,-7,9,-14,/,-6,-1,31,-9
O=C(COC(=O)/C=C/c1ccc([N+](=O)[O-])cc1)NCc1cccs1,-10,0.1,-17,-16,5,2,3,-3,0,16
CCN(C(=O)COC(=O)c1cc([N+](=O)[O-])ccc1N1CCCCC1)C1CCS(=O)(=O)C1 (stereo unspecified),3,-0.4,2,54,-8,-2,-3,1,2,-54
O=C(O)c1cc(Cl)c(Cl)cc1C(=O)N(Cc1ccccc1)Cc1ccccc1,-3,-5.8,-5,-21,-11,10,-4,/,3,21
CCCn1cc(CN2CCC(n3nccc3NC(=O)CCOc3ccccc3)CC2)c(C)n1,1,-1.5,-8,6,-3,17,8,-1,1,-6

# New compounds follow.
SMILES,Rtt109 HAT inh,CAL PDZ FP-1,PvdQ inh,SR-BI HDL uptake,dFosB activator,PfHsp90 yeast 2,MITF act,CAL PDZ FP-2,NSD2 inh,SR-BI DiI-HDL act
C=CCn1nnnc1SCC(=O)Nc1cccc(OC)c1,1,-0.2,-12,-16,1,-2,-7,/,-3,16
CCOC(=O)C1=C(C)c2ccccc2OC1(C(=O)OCC)C(C)C (stereo unspecified),-11,-0.3,13,9,-1,-5,0,3,/,-9
CCOc1ccc(CCNC(=O)COC(=O)c2cc(OC)c(OC)cc2[N+](=O)[O-])cc1OCC,10,-3.2,14,18,-3,/,1,-1,0,-18
O=S(=O)(c1cccc2cccnc12)N(CCO)CCO,0,0.1,-13,-6,4,-10,-3,4,/,6
COc1ccc(S(=O)(=O)N2CCN(C(=O)c3ccc([N+](=O)[O-])o3)CC2)cc1,1,-0.2,-4,-12,-20,-3,-20,-9,5,12
Cc1ccc(Cn2c(CCNc3nc(-c4ccc(Cl)c([N+](=O)[O-])c4)cs3)nc3cc(Cl)c(Cl)cc32)cc1,-4,1.1,-5,22,-9,-26,-4,0,/,-22
CC(=O)c1cccc(NC(=O)C2CCCN(S(=O)(=O)c3cccc4cccnc34)C2)c1 (stereo unspecified),-2,-1.1,-4,11,-5,/,/,/,/,-11
Cc1cc(C)n(-c2nc3ccccc3nc2N2CCN(S(=O)(=O)c3ccc(F)c(C)c3)CC2)n1,30,-2.3,6,-1,-6,8,-3,-2,/,1
COc1cc(CC(=O)O)c(C(C)=O)cc1OC,-6,0.1,-11,-32,6,9,-12,-4,-2,32
COc1cc2c(cc1O)CCN(C(=O)c1ccco1)C2C (stereo unspecified),3,-1.9,-2,-9,2,-1,/,8,0,16
Cc1c(/C=N/n2cnnc2)c2ccccc2n1CCOc1ccc(Cl)cc1,-5,-1.5,0,22,5,/,-1,/,0,-22
CC(C)CC(CC(C)C)=NNC(=O)c1ccc(CSc2nncn2C)cc1,0,-0.2,-9,-5,3,5,-8,-6,-4,5
COc1cc(O)c(C(=O)/C=C/c2ccccc2)c(OC)c1,-10,-1.6,0,9,-2,10,/,2,/,-9
COc1ccc(S(=O)(=O)n2nc(OC(C)=O)cc2N)cc1,3,-2.2,-3,-23,-10,33,1,-3,/,23
CCN(CC)S(=O)(=O)c1ccc(-c2nnc(SCc3nnc(-c4ccccc4)o3)o2)cc1,5,-3.2,-23,50,-5,-15,-7,0,1,-50
Cc1ccc(C)c(NC(=O)c2cc(-c3cc(C)c(C)cc3O)n[nH]2)c1,-6,-0.3,7,39,5,-11,100*,-3,28,-39
O=C(NCCNC1CCCCC1)c1ccco1,1,0.2,-7,/,2,25,-4,/,-2,/
Cc1ccc2oc(/N=C(\N)NC(=O)C(C)(C)C)nc2c1,-1,0.0,20,7,-5,5,/,/,6,-7
Cn1c(SCC(=O)N2CCN(c3ccccc3)CC2)nnc1-c1ccccc1,-9,-1.6,-9,-2,-9,5,1,2,15,2
C=CCn1c(CNC(=O)c2ccco2)nnc1SCC(=O)c1ccccc1,6,-3.1,-10,8,-7,-8,-4,-3,-2,-8
CC(Sc1nnc(-c2cccs2)n1N)C(=O)NCC1CCCO1 (stereo unspecified),5,-0.8,-9,-7,-8,27,6,1,8,7
CN(C)C(=S)SCC(=O)NC(=O)NC(C)(C)C,11,0.7,2,-12,-1,9,4,2,-5,12
CC(C)CN(C(=O)COC(=O)c1ccc2ccccc2c1)c1c(N)n(Cc2ccccc2)c(=O)[nH]c1=O,-1,-0.9,8,27,2,0,-26,/,-2,-27
COCCNC(=O)c1ccc2c(c1)ncn2-c1ccc(C)c(Cl)c1,-3,-0.1,-7,15,-3,1,33,-2,-1,-15
CC(C)NC(=O)COC(=O)c1cncc(Br)c1,1,-0.1,-3,0,0,11,-7,3,0,0

# Additional compounds:
SMILES,Rtt109 HAT inh,CAL PDZ FP-1,PvdQ inh,SR-BI HDL uptake,dFosB activator,PfHsp90 yeast 2,MITF act,CAL PDZ FP-2,NSD2 inh,SR-BI DiI-HDL act
CCn1nccc1C(=O)NC1=C(C#N)CCC1,-7,-2.0,-12,-1,-4,5,2,-3,0,1
Cc1cc(NC(=O)NC(C)(C(F)(F)F)C(F)(F)F)no1,-12,0.0,24,-19,0,9,-11,-3,-6,19
CC(C)(C)SCCNC(=O)COc1ccc(Cl)cc1,2,0.1,5,-11,7,-5,13,-1,-3,11
Cc1occc1-c1nnc(SCC(=O)NC(=O)NC(C)C)n1N,5,-0.2,1,-24,-2,-25,2,0,0,24
C=CCn1c(COc2ccc(CC)cc2)nnc1SCC(=O)NC1CCS(=O)(=O)C1 (stereo unspecified),7,-0.5,-1,-18,-12,18,0,-4,-1,18
CC1=[N+](C)N(c2ccccc2)C(=O)C1N=Cc1ccccc1Cl (stereo unspecified),-10,-1.2,-2,-34,-1,10,-11,4,-1,34
O=C(CSc1nnc(CN2CCCCCC2=O)n1-c1ccccn1)NCC(F)(F)F,-1,-2.7,-7,-10,-4,-33,-13,4,10,10
CC(=O)N1c2ccccc2CCc2ccc(N)cc21,-2,-2.8,-12,-18,-3,2,-14,/,-2,18
Cc1cc(OCc2ccc(F)cc2)nc(-c2ccccc2O)n1,-2,-0.5,3,78*,-1,0,/,-1,2,-78
COc1ccc(C2(C)NC(=O)N(CC(=O)Nc3ccc4[nH]c(=O)[nH]c4c3)C2=O)cc1 (stereo unspecified),3,-1.9,-18,-24,-7,/,1,-3,1,24
C=C(C)CSc1nnc(-c2cc(OC)c(OC)c(OC)c2)n1N,7,-0.7,-10,11,6,/,1,/,-4,-11
CCn1c(SCC(=O)Nc2nc(-c3ccc(C)cc3)cs2)nnc1-c1ccccc1O,9,-2.0,-1,33,-7,2,-9,-4,0,-33
Cn1c(SCC(=O)N2CCc3ccccc3C2)nnc1-c1cccs1,7,-1.8,2,-31,0,/,/,-8,/,31
CCOc1ccccc1NC(=S)N1CCN(c2cccc(OC)c2)CC1,-5,0.8,-17,7,-10,-7,-3,-2,2,-7
CC(C)CC(C)c1cc(N)nc2nc3ccccc3n12 (stereo unspecified),2,-3.3,12,29,-11,8,-3,1,-2,-29
c1ccc(-c2nc(NCc3ccco3)c3ccccc3n2)cc1,3,-1.3,-6,28,-16,9,-2,-1,1,-28
